OTUD3 block – inhibitors of human OTUD3 deubiquitinase. actives 0.7% (n = 47,000). purified OTUD3, Ub-rhodamine fluorescence, 2 h. AID 1645858. inhibition, % at 25 µM
Target sequence (Q5T2D3 whole entry, looked up): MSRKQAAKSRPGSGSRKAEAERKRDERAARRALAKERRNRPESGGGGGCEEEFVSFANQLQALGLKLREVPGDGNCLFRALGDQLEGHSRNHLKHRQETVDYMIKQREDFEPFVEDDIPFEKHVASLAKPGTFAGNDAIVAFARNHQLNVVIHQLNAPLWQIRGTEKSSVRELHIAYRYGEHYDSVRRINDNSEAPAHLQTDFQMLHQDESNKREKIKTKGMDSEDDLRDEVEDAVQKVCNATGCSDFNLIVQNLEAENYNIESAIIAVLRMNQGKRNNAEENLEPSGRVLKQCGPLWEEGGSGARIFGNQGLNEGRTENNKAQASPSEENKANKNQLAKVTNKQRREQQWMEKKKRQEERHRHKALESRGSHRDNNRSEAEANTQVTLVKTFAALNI
USP30 block – human USP30 deubiquitinase inhibition; actives 5.3% (n = 47,000); purified USP30, Ub-rhodamine cleavage fluorescence; inhibition, % at 25 µM
UCHL1 block – human UCHL1 deubiquitinase inhibition; purified UCHL1, Ub-rhodamine cleavage fluorescence; inhibition, % at 20 µM; actives 0.2% (n = 47,000); AID 1645859
Target sequence (P09936 whole entry, looked up): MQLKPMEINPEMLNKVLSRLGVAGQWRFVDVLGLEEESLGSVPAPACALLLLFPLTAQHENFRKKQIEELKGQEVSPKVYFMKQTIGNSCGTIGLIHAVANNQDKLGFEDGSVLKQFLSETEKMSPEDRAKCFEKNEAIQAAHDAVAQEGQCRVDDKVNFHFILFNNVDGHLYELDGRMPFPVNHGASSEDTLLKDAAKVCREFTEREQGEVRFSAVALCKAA
USP7 block – inhibitors of human USP7 deubiquitinase. inhibition, % at 20 µM. purified USP7, Ub-rhodamine cleavage fluorescence. actives 0.3% (n = 47,000)
USP8 inh – inhibitors of human USP8 deubiquitinase | purified USP8, Ub-rhodamine cleavage fluorescence, 30 min | AID 1645853 | inhibition, % at 20 µM | P40818 | actives 4.2% (n = 47,000)
USP17 block – human USP17-like deubiquitinase inhibition; purified USP17, Ub-rhodamine cleavage fluorescence, 3 h; inhibition, % at 50 µM; actives 6.5% (n = 47,000); AID 1645855
USP10 block – human USP10 deubiquitinase inhibition; purified USP10, Ub-rhodamine fluorescence, 60 min; inhibition, % at 20 µM; Q14694; actives 1.1% (n = 47,000)
USP28 inh – human USP28 deubiquitinase inhibition | purified USP28, Ub-rhodamine cleavage fluorescence, 30 min | inhibition, % at 25 µM | actives 3% (n = 47,000)
* = called active by the depositor; · = not tested or not shown. Rule as the data show it: active = inhibition above about 30%; inactive = the rest.

#	molecule	USP28 inh	OTUD3 block	USP8 inh	UCHL1 block	USP30 block	USP10 block	USP17 block	USP7 block
1	CC1CCc2onc(C(=O)N3CCN(Cc4ccc5c(c4)OCO5)CC3)c2C1 (stereo not given)	4	2	-6	-1	9	-2	0	0
2	CCOC(=O)C1CCN(C(c2cccc(F)c2)c2sc3ncnn3c2O)CC1 (stereo not given)	-5	5	0	-2	2	0	4	1
3	CC(=O)c1cccc(NC(=O)NC2(c3noc(C)n3)CCCC2)c1	-3	-3	1	-2	0	1	-13	0
4	Cc1cc2nc(Oc3ccc(Br)cc3F)c3ccccc3n2n1	10	14	0	2	11	-3	12	3
5	COc1cccc(COCC(O)Cn2cnc3cc(C)c(C)cc32)c1 (stereo not given)	-10	-3	-2	1	-17	-1	-9	-4
6	CC1=C(C(=O)Nc2cccnc2)C(c2ccncc2)n2ncnc2N1 (stereo not given)	-9	-2	-1	-5	5	0	-8	-3
7	O=C(C1CCCN1S(=O)(=O)c1cccs1)N1CCN(c2ccccc2)CC1 (stereo not given)	6	4	-30	-1	3	-6	-1	0
8	CCOC(=O)c1nnc(N)s1	-2	0	-14	-3	7	6	-4	0
9	Fc1cccc(-c2cc3n(n2)C(N2CCN(c4cnccn4)CC2)=C2CCC=C2N3)c1	-3	6	19	2	-34	2	-17	4
10	CCOC(=O)c1c2ccc(OCC(=O)NCc3ccco3)cc2n2ccccc12	-29	-24	63*	-37	-185	-6	20	-71

Additional compounds
#	molecule	USP28 inh	OTUD3 block	USP8 inh	UCHL1 block	USP30 block	USP10 block	USP17 block	USP7 block
11	COC(=O)c1ccc(C(=O)Nc2ccc(Cl)cc2)nc1	-17	-8	0	0	0	14	-3	8
12	COc1ccc([C@@H]2CN(Cc3ccccn3)C[C@H]2c2cc(=O)[nH]c(C)n2)cc1	2	1	23	0	-8	-10	5	1
13	Cc1ccc(S(=O)(=O)[C@H]2CS(=O)(=O)C[C@@H]2N2CCCC2)cc1	-67	-41	-11	-23	-201	-5	-53	-18
14	CCCCc1nc2ccccc2n2c(-c3ccccc3)c3c(=O)n(C)c(=O)n(C)c3c12	-14	0	-54	3	-19	-7	0	5
15	CNc1cnc(CC2CCCN(C(=O)c3ccnc(C)n3)CC2)cn1 (stereo not given)	11	1	19	0	11	-2	6	2
16	COc1ccc(CCNC(=O)[C@@H](NC(=O)N2CCn3c2nc2ccccc23)C(C)C)cc1OC	1	5	-1	3	0	-2	-7	2
17	O=C(OCC(=O)N1CCc2ccccc2C1)c1ccc(Cl)c([N+](=O)[O-])c1	5	20	-83	0	11	7	12	1
18	COc1ccc(NC(=O)c2ncoc2-c2cccs2)c(OC)c1	-6	0	3	6	9	6	46*	4
19	Clc1ccc(-n2cc(-c3ccccc3)c3c(NCc4ccco4)ncnc32)cc1	-34	-21	15	0	-221	-4	1	4
20	c1cncc(-c2nc(NCCCN3CCOCC3)cc(-c3ccncc3)n2)c1	·	2	-25	-2	·	-5	-14	-3

Other records follow.
#	molecule	USP28 inh	OTUD3 block	USP8 inh	UCHL1 block	USP30 block	USP10 block	USP17 block	USP7 block
21	CCOC(=O)c1ccc(OCc2nc(-c3ccc(OC)c(OC)c3)no2)cc1	-5	0	0	4	-9	0	-5	4
22	Cc1ccc(-n2nnc(C(=O)Nc3ccccc3O)n2)cc1	-170	-48	-39	-23	-176	-2	-63	-16
23	COc1ccc(CCNC(=O)CSc2nnc(CNC(=O)COc3ccc(Cl)cc3)o2)cc1OC	25	29	19	2	34*	2	46*	4
24	CC(c1ccc(F)cc1)n1c(=O)[nH]c2c(-c3ccccn3)nsc2c1=O (stereo not given)	-52	-9	-8	-4	-68	-7	-26	-1
25	CSCCC(NS(=O)(=O)c1cccc(Cl)c1)c1nnc2ccccn12 (stereo not given)	-6	-5	-1	-1	-33	-5	-6	6
26	Cc1cccc(NC(=O)CSc2nnc(-c3n[nH]c4c3CCC4)n2N)c1	14	14	8	3	28	4	63*	3
27	Cc1cc(CSc2ncccc2C(=O)Nc2ccnn2Cc2cccnc2)no1	1	81*	-23	2	12	-1	-4	4
28	COc1ccc2c(CCNC(=O)CSc3nnnn3-c3ccccc3F)c[nH]c2c1	-18	-22	-13	-9	-114	-9	0	-10
29	CC(=O)NC(Cc1ccc(F)cc1)C(=O)NC1CCN(C(=O)c2cccc(C)c2)CC1 (stereo not given)	-5	6	0	-4	-1	0	-9	-4
30	c1cnn(-c2ccc(-c3noc(C4CCCCC4)n3)cn2)c1	-1	-2	10	3	-4	0	0	-42

Next section:
#	molecule	USP28 inh	OTUD3 block	USP8 inh	UCHL1 block	USP30 block	USP10 block	USP17 block	USP7 block
31	CC(C)[C@H](NC(=O)[C@H](Cc1ccccc1)n1c(=O)[nH]c2ccccc2c1=O)C(=O)N1CCC[C@H]1C(=O)O	0	6	-10	2	2	0	13	3
32	Cc1ccc(CC(=O)N2C[C@H]3NC(=O)c4ccccc4C(=O)[C@@]3(C)C2)cc1	18	11	3	3	20	1	18	5
33	O=C(NC1CCN(c2nnc3ccccn23)CC1)c1cccc(F)c1	-4	-2	-23	1	0	-5	-7	-1
34	COc1ccccc1C1CCN(c2ncccc2[N+](=O)[O-])CC1	7	6	-22	2	10	6	3	-16
35	Cc1ccc(S(=O)(=O)N2CCCC(c3nc(-c4cccnc4)no3)C2)cc1 (stereo not given)	-3	-6	1	0	10	2	-14	0
36	CC(C)Cc1noc(CN2CCC3(CC2)CC3c2nc(-c3cccnc3)no2)n1 (stereo not given)	-40	-37	-116	-10	-136	-5	-51	-8
37	CN(C)S(=O)(=O)c1ccc(N2CCCCC2)c(C(=O)Nc2cnc3ccccc3c2)c1	-81	-82	-110	-7	-351	-7	-79	-8
38	FC(F)(F)c1cc(-c2ccccc2)n2nnnc2n1	2	8	20	2	21	5	17	2
39	Cc1ccc2nc(CCc3ccc(NS(=O)(=O)c4cccc(Cl)c4C)cc3)[nH]c2c1	52*	-6	-8	2	5	10	10	-6
40	Cc1ccc(C)c(CN2C(=O)C3CCCN3c3ccc(S(=O)(=O)N4CCOCC4)cc32)c1 (stereo not given)	-50	-45	-29	-25	-146	-7	-37	-20

Copied from the listing, 2 compounds:
#	molecule	USP28 inh	OTUD3 block	USP8 inh	UCHL1 block	USP30 block	USP10 block	USP17 block	USP7 block
34	COc1ccccc1C1CCN(c2ncccc2[N+](=O)[O-])CC1	7	6	-22	2	10	6	3	-16
35	Cc1ccc(S(=O)(=O)N2CCCC(c3nc(-c4cccnc4)no3)C2)cc1 (stereo not given)	-3	-6	1	0	10	2	-14	0

(cont.)
#	molecule	USP28 inh	OTUD3 block	USP8 inh	UCHL1 block	USP30 block	USP10 block	USP17 block	USP7 block
41	COc1cc(CC(=O)N(c2nc3ccccc3s2)c2c(C)cccc2C)cc(OC)c1OC	6	5	10	8	18	8	3	12
42	Cc1ccc(S(=O)(=O)N2CCOCC2)cc1-c1nnc(-c2ccc(F)cc2)o1	3	26	4	2	26	1	10	5
43	COc1cc2c(cc1NC(=O)COc1ncnc3sccc13)oc1ccccc12	-35	-19	5	-4	-135	-2	11	-2
44	Fc1ccc(-c2cc3nc(NCCCn4ccnc4)ccn3n2)cc1	-32	-30	-30	-10	-130	-8	-41	-9
45	N#Cc1ccc(COC(=O)c2ccc3ccccc3n2)cc1	64*	-21	-5	-2	-29	-3	-14	-11
46	Cc1cc(C)c2cc(CN(C(=O)Nc3ccc(F)cc3)C3CCCC3)c(=O)[nH]c2c1	-14	-8	-1	-3	-2	-1	0	0
47	COc1ccc(C2[C@@H]3CCCC[C@]3(O)CCN2Cc2ccc(C)cc2)cc1 (stereo not given in full)	-18	-22	-21	-1	-119	-6	-26	-6
48	Cc1nn(C2CCS(=O)(=O)C2)c(Cl)c1C1Nc2ccccc2C(=O)N1c1ccc(F)cc1 (stereo not given)	-4	-4	0	-4	-1	0	-5	-21
49	O=C(/C=C/c1cccc(C(F)(F)F)c1)c1ccoc1	5	8	21	7	15	9	18	5
50	COc1ccccc1CNC(=O)C1COc2ccccc2C1 (stereo not given)	·	-3	1	0	·	1	-18	-4

Five records drawn at random from the list so far:
#	molecule	USP28 inh	OTUD3 block	USP8 inh	UCHL1 block	USP30 block	USP10 block	USP17 block	USP7 block
42	Cc1ccc(S(=O)(=O)N2CCOCC2)cc1-c1nnc(-c2ccc(F)cc2)o1	3	26	4	2	26	1	10	5
44	Fc1ccc(-c2cc3nc(NCCCn4ccnc4)ccn3n2)cc1	-32	-30	-30	-10	-130	-8	-41	-9
50	COc1ccccc1CNC(=O)C1COc2ccccc2C1 (stereo not given)	·	-3	1	0	·	1	-18	-4
43	COc1cc2c(cc1NC(=O)COc1ncnc3sccc13)oc1ccccc12	-35	-19	5	-4	-135	-2	11	-2
45	N#Cc1ccc(COC(=O)c2ccc3ccccc3n2)cc1	64*	-21	-5	-2	-29	-3	-14	-11

(list continues)
#	molecule	USP28 inh	OTUD3 block	USP8 inh	UCHL1 block	USP30 block	USP10 block	USP17 block	USP7 block
51	CC1(C)Cc2c(sc3nc(SCC(=O)Nc4ccccc4)nc(N)c23)CO1	31*	-35	-10	-3	-180	-2	16	-1
52	O=C1CN(C(=O)c2cccc3ccccc23)C(c2ccc(F)cc2)c2cc(Br)ccc2N1 (stereo not given)	13	-1	8	3	16	6	3	3
53	CCc1ccccc1NC(=O)N1CCCC1c1ccnn1CC (stereo not given)	13	11	13	2	13	2	2	2
54	CCN[C@H]1C[C@@H](c2ccccc2)OC2(CCN(Cc3cnc(CC)nc3)CC2)C1	-1	0	-64	-4	14	-1	-13	1
55	CCc1cc(C(c2cccc(F)c2)N2CCN(C)CC2)c(NC(=O)c2ccccc2)s1 (stereo not given)	10	17	11	7	16	6	·	16
56	O=C(Nc1cnc(N2CCCCC2)nc1)c1ccccc1Br	-11	-18	-11	-7	-36	-7	-21	-8
57	O=C(NCCc1ccccc1)c1ccc2c(=O)nc3c(-c4ccccc4F)n[nH]n3c2c1	-9	-7	3	-7	-10	3	·	-1
58	O=C(NCc1cccnc1)c1cnn2c(C(F)(F)F)cc(-c3ccccc3)nc12	2	19	0	0	64*	-2	14	-2
59	Cc1cc(OCC(=O)N2CCCCC2)nc(-c2ccc(F)cc2)n1	-6	1	5	0	6	0	-9	-2
60	O=C1NCc2ccccc2CC12CCN(Cc1ccccc1F)C2 (stereo not given)	-7	-8	-6	-4	-27	0	-20	-3

The listing continues:
#	molecule	USP28 inh	OTUD3 block	USP8 inh	UCHL1 block	USP30 block	USP10 block	USP17 block	USP7 block
61	COc1ccc(CN2C(=O)N[C@@H](CCC(=O)Nc3cccc(OC)c3)C2=O)cc1	9	11	12	1	4	4	45*	4
62	Cc1ccn2c(=O)cc(COc3cccc(NC(=O)Nc4ccc(F)cc4)c3)nc2c1	1	1	21	-8	-36	-11	38*	-5
63	Cc1ncc(C(=O)NC2CC2)c(=O)n1CC(=O)Nc1ccccc1F	-10	4	-5	-1	-5	-2	-6	1
64	COc1ccc(C2C3CCCCC3(O)CCN2C(=O)/C=C/c2ccc(OC)c(OC)c2)cc1 (stereo not given)	-10	-6	-56	0	-18	-2	-13	-5
65	O=C(CN1CCN(Cc2ccc3c(c2)OCO3)CC1)N1CCCCC1	4	1	0	0	8	-2	-6	3
66	CN(C)C(=O)N1CC2(CCN(C(=O)c3cccnc3)CC2)C2(CCNC2=O)C1 (stereo not given)	4	14	-72	2	11	0	-9	3
67	CCn1cc(-c2cc(C(=O)N3CCC[C@]4(C)NCCC[C@@H]34)on2)cn1	-3	0	0	0	0	-4	4	-2
68	COc1ccc(CCNC(=O)CN2CCN(Cc3ccccc3F)C2=O)cc1OC	6	1	0	2	18	0	6	0

Assay outcomes as filed in PubChem BioAssay.
